# Screening data (PubChem BioAssay)
# P. falciparum M1AAP: P. falciparum M1AAP inhibitors, biochemical, fluorogenic H-Leu-NHMec substrate, 1536-well (AID 1445). inhibition, % at 30 µM, or IC50 in µM where a hit was titrated. actives 0.42% (n = 220,000). recombinant M1AAP, H-Leu-NHMec fluorogenic kinetic assay; higher % means a stronger effect;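 active = primary inhibition above the hit cutoff, then over 50% inhibition at one or more dose response concentrations, cut at about 23% in these data, passing the limit was not always enough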;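 also: plate controls were DMSO full reaction for no effect and no enzyme background for full effect; strong numbers were not always called active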
# PMI inhibition: MPI inhibition at elevated mannose 6-phosphate – biochemical, fluorescence intensity, high mannose 6-phosphate, primary screen (AID 1220) | recombinant PMI enzyme, coupled fluorescence intensity; higher % means a stronger effect | inhibition, % at 20 µM; hits with a dose series show IC50 in µM | actives 0.66% (n = 190,000)
# TNAP activation fold: stimulation of alkaline phosphatase TNAP activity – biochemical, luminescent, no phosphate acceptor, uHTS, primary screen (AID 1001) | purified TNAP, luminescent activation assay, no phosphate acceptor; higher activation fold means a stronger effect | activation fold at 20 µM; hits with a dose series show EC50 in µM | actives 0.03% (n = 200,000); in the data active = activation fold from about 3, or a potency from the dose series; inactive = the rest, 99 in 100 with activation fold below about 1.6; also: many of its hits are not listed in these tables
# ER stress rescue: protection against thapsigargin-triggered cell killing – 384-well, CSM14.1, ATP luminescence, primary screen (AID 1222); CSM14.1 thapsigargin-induced death rescue, ATP luminescence; higher % means a stronger effect; cellular ATP content (survival), % at 20 µM; hits with a dose series show EC50 in µM; 190,000 tested, under 10 active;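 active = EC50 below 50 µM in the dose-response confirmation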;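 also: death triggered by thapsigargin at about 15 µM added after 2 h compound pretreatment; cell ATP read after overnight thapsigargin exposure of roughly 18 to 22 hours; normalized against plate controls of thapsigargin alone and 5% DMSO vehicle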
# human PMI inhibition: inhibitors of human PMI, primary screen, biochemical, fluorescence intensity, coupled assay (AID 1209); purified PMI enzyme, coupled fluorescence intensity; higher % means a stronger effect; actives 0.42% (n = 190,000); inhibition, % at 20 µM; hits with a dose series show IC50 in µM;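 also: plate controls were DMSO vehicle for no effect and wells lacking substrate for full effect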
# Myeloid diff MLP: compounds promoting myeloid differentiation; ER-HoxA9 myeloid progenitors, lysozyme-GFP differentiation, flow cytometry; calls only at 10 µM; actives 1% (n = 360,000);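 active = normalized GFP-positive differentiation at or above the plate's own cutoff, the solvent-only control mean plus 3 SD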;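 also: cells exposed to compound for four days before flow analysis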
# XIAP antagonists: XIAP antagonists, biochemical, IAP family, fluorescence polarization (AID 1018); XIAP BIR domain, fluorescence polarization peptide displacement; higher % means a stronger effect; one-dose displacement, % at 20 µM; IC50 in µM for titrated hits; actives 0.007% (n = 200,000); in the data active = displacement above about 50%; also: a part of the inactive calls stands beside numbers as strong as those of hits
# M17LAP inhibition: P. falciparum M17LAP inhibitors, primary screen, biochemical, fluorogenic H-Leu-NHMec substrate, 1536-well (AID 1619); actives 0.38% (n = 220,000); inhibition, % at 30 µM, or IC50 in µM where a hit was titrated; recombinant M17LAP, H-Leu-NHMec fluorogenic kinetic assay; higher % means a stronger effect;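 active = compound inhibiting the enzyme by more than half at any dose during confirmatory dose-response retesting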;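 also: plate controls were full reaction with DMSO carrier for no effect and no enzyme background for full effect; strong numbers were not always called active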
# LYP phosphatase: PTPN22 lymphoid phosphatase activity blockers – biochemical, fluorescence intensity, uHTS (AID 1779) | recombinant LYP phosphatase, fluorescence intensity; higher % means a stronger effect | inhibition, % at 11.5 µM, or IC50 in µM where a hit was titrated | actives 0.054% (n = 290,000);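 also: plate controls were vehicle with enzyme for no effect and no enzyme for full effect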
# Myeloid diff MLP GFP+ MAC1+ %: second read-out of Myeloid diff MLP, no call of its own (marks repeat the call); GFP+ MAC1+ double positive, %; measured here: differentiation confirmed by MAC1 staining
# The depositor's hits bear a star; i = inactive; x = not tested or not shown; + = active, no number. Rule as the data show it, unless noted: active = inhibition above about 50%; inactive = the rest.
SMILES,P. falciparum M1AAP,PMI inhibition,TNAP activation fold,ER stress rescue,human PMI inhibition,Myeloid diff MLP,Myeloid diff MLP GFP+ MAC1+ %,XIAP antagonists,M17LAP inhibition,LYP phosphatase
Cc1onc(-c2c(Cl)cccc2Cl)c1C(=O)Nc1ccc2c(c1)OCCO2,2%,10%,1.1,0.4%,4%,i,1.5,-2.6%,12%,-7%
CCCCNC(=O)COC(=O)CCC(=O)c1ccc(Cl)cc1,3%,5%,1.1,-0.7%,-2%,i,0.1,-4.5%,9%,-3%
N#Cc1ccc(OCC(=O)NC2=NCCS2)cc1,4%,6%,1,1.0%,2%,i,0.8,-5.8%,-5%,-1%
Cc1ccc(-c2nnc(SCC(=O)N/N=C/c3c(C)nn(-c4ccccc4)c3C)n2-c2ccc(C)cc2)cc1,3%,11%,1.2,2.2%,3%,i,0.7,-2.7%,-2%,5%
CC(C)Cc1nc2oc3c(N4CCN(CCO)CC4)ncnc3c2c2c1CCCC2,1%,2%,1,x,2%,i,0.4,1.4%,1%,4%
c1ccc2c(Nc3nncs3)c3ccccc3nc2c1,7%,x,x,x,x,i,0.5,x,13%,-4%
Cc1cc(NC(=O)c2ccc3c(c2)C(=O)N(CC(C)C)C3=O)no1,0%,x,x,x,x,i,0.5,x,-2%,-10%
NCCCN1CCOCC1,2%,-3%,1.2,-0.5%,3%,i,3.0,-5.9%,23%,-19%
COc1cc2[nH]c3c(Cl)ncnc3c2cc1OC,8%,3%,1.1,-1.1%,7%,i,0.1,0.2%,16%,-6%
C=CCn1c(-c2ccc(F)cc2)n[nH]c1=S,5%,-1%,0.9,-0.4%,-6%,i,0.3,-5.0%,12%,-9%
Cc1cccc2cc(C(c3nnnn3Cc3ccccc3)N3CCN(c4ccccc4)CC3)c(=O)[nH]c12 (stereo not drawn),6%,10%,1.1,0.3%,28%,i,0.6,-5.7%,3%,-4%
N/C(=N\OC(=O)COc1ccc2ccccc2c1Br)c1cccnc1,4%,10%,1.1,-0.5%,11%,x,x,-0.7%,6%,-2%
COc1ccc(Oc2ccc3c(C(F)(F)F)cc(C(F)(F)F)nc3n2)cc1,1%,-2%,1,-1.7%,3%,i,1.8,0.6%,-13%,-3%
CCCCCn1c(Sc2ncccn2)nc2c1c(=O)[nH]c(=O)n2C,11%,-10%,1.1,0.8%,-11%,i,1.5,5.0%,-3%,-9%
Cn1c(CCN2CCCCC2)nc2cc(NS(=O)(=O)c3ccc(Cl)cc3)ccc21,-8%,5%,1.1,-2.2%,3%,i,1.5,-4.5%,0%,0%
O=C(C1=C[C@H](C2CC2)C[C@H](OCCCCO)O1)N1CCN(Cc2ccc3c(c2)OCO3)CC1,0%,8%,1.1,-0.9%,15%,i,2.4,-4.9%,-5%,0%
O=C(O)C(Oc1ccc2c3c(c(=O)oc2c1)CCC3)c1ccccc1 (stereo not drawn),24%*,-9%,1.1,-0.9%,-6%,i,1.1,38%,-12%,-5%
CCOc1ccc(C(=O)Nc2cccc(C(=O)O)c2)cc1Cl,4%,1%,1.1,-2.1%,-1%,i,0.4,-4.4%,-1%,6%
CCCCCOC(=O)c1[nH]c2c(c1C)C(=O)C(C(=O)OC)C(C)C2 (stereo not drawn),14%,-3%,1.1,-1.1%,0%,i,0.5,-6.6%,-3%,0%
CC1CCN(c2ccc(C(=O)OCC(=O)NCCN3C(=O)CSC3=O)cc2[N+](=O)[O-])CC1,12%,-1%,1,-1.1%,4%,i,0.1,-5.4%,-6%,4%
COc1ccc(OC)c(C2C=C(c3ccc(C)c(C)c3)Nc3nnnn32)c1 (stereo not drawn),6%,-20%,1.1,-2.1%,-6%,i,0.4,-7.3%,-165%,-1%
O=C(NC1(C(F)(F)F)N=C2SCCN2C1=O)c1ccco1 (stereo not drawn),6%,5%,1.1,1.5%,4%,i,3.2,-4.5%,18%,-2%
O=S(=O)(c1cccc2nsnc12)N1CCN(C/C=C/c2ccccc2)CC1,-4%,-4%,0.9,0.9%,-10%,i,0.7,-4.0%,6%,5%
Fc1ccc(-n2c(-c3ccc4c(c3)OCO4)n[nH]c2=S)cc1Cl,2%,-4%,1.4,0.0%,-7%,i,0.2,-2.7%,6%,1%

# Structural class, those above with a furan ring, fused or not.
SMILES,P. falciparum M1AAP,PMI inhibition,TNAP activation fold,ER stress rescue,human PMI inhibition,Myeloid diff MLP,Myeloid diff MLP GFP+ MAC1+ %,XIAP antagonists,M17LAP inhibition,LYP phosphatase
CC(C)Cc1nc2oc3c(N4CCN(CCO)CC4)ncnc3c2c2c1CCCC2,1%,2%,1,x,2%,i,0.4,1.4%,1%,4%
O=C(NC1(C(F)(F)F)N=C2SCCN2C1=O)c1ccco1 (stereo not drawn),6%,5%,1.1,1.5%,4%,i,3.2,-4.5%,18%,-2%

# Next section.
SMILES,P. falciparum M1AAP,PMI inhibition,TNAP activation fold,ER stress rescue,human PMI inhibition,Myeloid diff MLP,Myeloid diff MLP GFP+ MAC1+ %,XIAP antagonists,M17LAP inhibition,LYP phosphatase
Cc1nn(C)c(C)c1CCC(=O)O,6%,x,1,-1.1%,x,i,0.2,2.6%,13%,-5%
Cc1ccc(OCC(=O)Nc2ccc(N(C)C)cc2)cc1,5%,11%,0.9,-0.7%,1%,i,1.0,0.7%,-2%,-2%
CN(C)c1ccc(-c2nc3ccccn3c2/N=C/c2ccc(Br)cc2)cc1,9%,8%,0.9,-4.5%,12%,i,0.5,-6.0%,1%,-11%
O=C1c2cccc3c(N4CCCCC4)ccc(c23)C(=O)N1c1ccccn1,7%,14%,1,-0.8%,7%,i,0.5,1.8%,3%,-2%
CCOC(=O)C(C)Sc1ncnc2c1c(-c1ccccc1)cn2-c1ccc(OC)cc1 (stereo not drawn),-2%,9%,1.1,6.1%,7%,i,0.6,-0.1%,5%,1%
Cc1ccc(S(=O)(=O)N2CCOCC2)cc1C(=O)Nc1ccc2c(c1)CCC2,0%,-8%,1.1,-0.7%,-7%,i,1.0,-3.8%,9%,2%
O=C(CN1CCCc2ccccc21)N/N=C/c1ccccc1,9%,6%,1.1,4.2%,10%,i,1.0,-2.3%,-5%,-4%
CCN(CC)C(=O)COc1ccc(/C(C)=N/NC(=O)c2ccccc2O)cc1,16%,-13%,1.1,-1.4%,-19%,i,0.6,-3.8%,22%,-4%
O=C(O)CCC(=O)/C=C/c1ccccc1,2%,14%,1.1,-0.7%,22%,i,0.6,-14%,0%,-12%
Cc1cccc(COc2ccc(/C(O)=C3\C(=O)C(=O)N(CCN(C)C)C3c3ccncc3)cc2)c1 (stereo not drawn),1%,-2%,1.1,4.6%,0%,i,0.9,-3.1%,16%,0%
N#Cc1cccc(Nc2c3c(nc4ccccc24)CCCC3)c1,8%,1%,1,0.3%,0%,i,0.4,-6.7%,-7%,2%
CC(=O)Oc1ccc2oc(/C=C/N(C)C)c([N+](=O)[O-])c2c1,15%,2%,0.8,-0.9%,0%,i,2.0,-4.7%,10%,-3%
CCOc1ccccc1NC(=S)N1CCC(c2nc3ccccc3o2)CC1,1%,8%,1,1.3%,15%,i,0.2,-2.5%,11%,0%
CCOC(=O)Cc1c(C)c2c(C)[nH]nc2oc1=O,2%,-1%,0.9,-1.1%,8%,i,2.0,-1.9%,31%,-6%
Cn1c(=O)c2c(nc(SCC(=O)NCC3CCCO3)n2Cc2ccc(F)cc2)n(C)c1=O (stereo not drawn),2%,5%,1.1,1.5%,12%,i,0.7,-6.4%,9%,-8%
Cc1ccc2nc(-c3cccnc3)cc(C(=O)N3CCN(c4ccc([N+](=O)[O-])cc4)CC3)c2c1,5%,5%,1,-0.7%,3%,i,0.3,-7.1%,-5%,8%
O=C(Nc1nnc(-c2ccccc2)o1)c1cc(-c2cccs2)nc2ccccc12,-8%,-36%,1,-4.2%,-39%,i,1.4,-12%,8%,4%
CCOCCCNC(=O)Cc1cc(=O)[nH]c(=O)[nH]1,3%,6%,1.1,-1.6%,2%,i,1.9,-6.9%,-4%,-1%
CCOC(=O)c1ccc(N2C(=O)c3n[nH]c(C)c3C2c2ccc(OC)c(OC)c2)cc1 (stereo not drawn),2%,-2%,1.1,2.1%,7%,i,0.9,-9.0%,1%,-11%
COc1ccc(N(CC(=O)N2CCc3ccccc32)S(=O)(=O)c2c(C)noc2C)cc1,0%,16%,1,-0.6%,17%,i,1.3,-3.7%,-2%,-6%
Cc1noc(C)c1COc1cccc(C(=O)Nc2ccc(C#N)cc2)c1,-7%,0%,1.1,-1.1%,0%,i,0.7,-5.3%,0%,-5%
Cc1ccc(N2C(=O)[C@@H]3[C@H](C2=O)[C@H]2C=C(C(=O)c4ccccc4)C=CN2[C@@H]3C(=O)c2ccc(Cl)cc2)cc1,5%,-108%,1,-0.4%,-59%,i,0.4,-7.7%,5%,10%
O=C1CCCC(=O)C1=C1SCCCS1,6%,-7%,1,-3.1%,-7%,i,1.6,-16%,23%,-1%
CS(=O)(=O)N1CCC(C(=O)N2CCN(C(c3ccccc3)c3ccccc3)CC2)CC1,0%,12%,1.1,-0.7%,10%,i,0.4,-13%,4%,-7%
O=C(Nc1ccc2nc(-c3cccs3)[nH]c2c1)c1ccco1,6%,0%,1.1,-4.8%,-10%,+,0.1*,-6.2%,2%,-1%
Cn1cc(CN2CCC(C(O)c3cccs3)CC2)c(-c2cccc(Cl)c2)n1 (stereo not drawn),0%,1%,1,-2.6%,-4%,i,0.2,-2.3%,23%,0%
CCCc1nc(SCc2ccc(Cl)cc2Cl)n[nH]1,1%,0%,1.2,-1.0%,-1%,i,1.5,-4.1%,-4%,-6%
Cc1cc(=O)[nH]c(SCC(=O)Nc2nnc(CC(C)C)s2)n1,1%,-1%,1.1,-3.2%,-1%,i,0.6,-0.2%,28%,-7%
O=C(c1cccc(S(=O)(=O)Nc2ccccc2Cl)c1)N1CCN(C(=O)c2ccco2)CC1,6%,-9%,1.1,1.5%,-13%,i,0.3,-4.5%,12%,-4%
CC(=O)Nc1cccc(OCC(=O)Nc2ccccc2)c1,2%,-9%,1.1,-2.6%,-1%,i,0.4,-6.9%,-2%,-9%
N#CC12COC3(CCCCC3C1(C#N)C#N)OC2=N (stereo not drawn),6%,x,x,x,x,i,0.6,x,-26%,-9%
CCS(=O)(=O)N1CCN(c2ccc(C(=O)NC3C4CC5CC(C4)CC3C5)cc2[N+](=O)[O-])CC1 (stereo not drawn),4%,16%,1,2.6%,14%,i,0.3,-1.0%,-5%,1%
CC1CC(C)CN(CCCNC(=O)Cc2c(C(=O)O)[nH]c3ccccc23)C1 (stereo not drawn),1%,-9%,1.1,-1.8%,2%,i,2.7,-3.7%,0%,-7%

# Laid out differently: 2 of the compounds above.
# Values in the order – P. falciparum M1AAP | PMI inhibition | TNAP activation fold | ER stress rescue | human PMI inhibition | Myeloid diff MLP | Myeloid diff MLP GFP+ MAC1+ % | XIAP antagonists | M17LAP inhibition | LYP phosphatase
CCCc1nc(SCc2ccc(Cl)cc2Cl)n[nH]1
  1% | 0% | 1.2 | -1.0% | -1% | i | 1.5 | -4.1% | -4% | -6%
Cc1cc(=O)[nH]c(SCC(=O)Nc2nnc(CC(C)C)s2)n1
  1% | -1% | 1.1 | -3.2% | -1% | i | 0.6 | -0.2% | 28% | -7%
